PfHsp40 rescue = compounds rescuing yeast from Plasmodium falciparum HSP40 toxicity | S. cerevisiae expressing PfHsp40, growth rescue, ATP luminescence | growth rescue, % at 12.5 µM | 340,000 compounds, 0.68% hits; in the data active = growth rescue above about 28%, passing the limit was not always enough; inconclusive = no clear call, values can overlap the other calls;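 also: yeast W303a lacking pdr1 and pdr3 grown in galactose medium; growth measured after three days at 30 °C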
Yp Topo-I inh = blocks Yersinia pestis topoisomerase I activity | Y. pestis Topo-I cleavage product accumulation, plate reader | activity, % at 10 µM | 360,000 compounds, 0.064% hits; in the data active = activity above about 50%, passing the limit was not always enough; inconclusive = no clear call, values can overlap the other calls; also: inactives centre near 2
SARS 3CLpro inh = SARS-CoV 3CLpro protease inhibition; AID 1706; recombinant SARS-CoV 3CLpro, quenched FRET peptide cleavage; P0C6X7; 290,000 compounds, 0.14% hits; inhibition, % at 6 µM; in the data active = inhibition above about 12%
SSB-PriA inh = K. pneumoniae PriA-SSBct interaction inhibition | inhibition, % at 33 µM | AID 1272365 | AlphaScreen SSBct-PriA binding, biotinylated peptide | 430,000 compounds, 0.6% hits; in the data active = inhibition mostly above about 37%, no sharp cut-off; inactive = mostly below about 20%;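 also: plate controls were negative control peptide for no effect and reference peptide for full effect; strong numbers were not always called active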
PrPC surface inh = reduces human prion protein on the cell surface | P04156 | cell surface PrPC, TR-FRET read-out | inhibition, % at 13.8 µM | 370,000 compounds, 0.43% hits | AID 720596; in the data active = inhibition above about 24%; also: 0% = median of the test wells and 100% = reference compound wells
Anthrax LF prot = anthrax lethal factor protease inhibition; multiplex microsphere protease cleavage assay, LF; inhibition, % at 10 µM; 360,000 compounds, 0.12% hits; AID 588501; also: plate controls were buffer without enzyme for full effect and enzyme alone for no effect
Target sequence (P15917 whole entry, looked up): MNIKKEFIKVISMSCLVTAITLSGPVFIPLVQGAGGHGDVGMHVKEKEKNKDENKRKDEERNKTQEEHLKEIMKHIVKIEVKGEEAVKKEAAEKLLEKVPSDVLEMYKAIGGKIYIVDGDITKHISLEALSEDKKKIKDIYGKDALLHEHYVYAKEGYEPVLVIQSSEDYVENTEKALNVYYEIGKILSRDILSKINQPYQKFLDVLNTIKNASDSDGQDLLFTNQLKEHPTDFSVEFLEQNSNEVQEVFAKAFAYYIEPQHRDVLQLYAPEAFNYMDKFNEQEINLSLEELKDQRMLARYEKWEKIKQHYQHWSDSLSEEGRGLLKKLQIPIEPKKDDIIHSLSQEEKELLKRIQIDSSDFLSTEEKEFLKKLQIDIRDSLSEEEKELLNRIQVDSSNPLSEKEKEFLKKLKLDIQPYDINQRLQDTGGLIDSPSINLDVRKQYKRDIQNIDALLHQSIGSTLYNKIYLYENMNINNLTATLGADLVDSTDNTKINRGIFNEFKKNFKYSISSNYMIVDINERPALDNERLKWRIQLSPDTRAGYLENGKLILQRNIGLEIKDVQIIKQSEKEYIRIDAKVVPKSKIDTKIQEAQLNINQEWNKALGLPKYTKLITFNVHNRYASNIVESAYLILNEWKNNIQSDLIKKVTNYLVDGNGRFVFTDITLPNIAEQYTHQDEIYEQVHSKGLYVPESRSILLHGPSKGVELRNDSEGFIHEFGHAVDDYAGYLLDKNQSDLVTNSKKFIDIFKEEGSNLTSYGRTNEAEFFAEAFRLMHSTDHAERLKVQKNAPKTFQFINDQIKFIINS
BoNT A protease = BoNT A light chain protease inhibition. 360,000 compounds, 0.17% hits. multiplex microsphere protease substrate cleavage, flow cytometry. inhibition, % at 10 µM; also: plate controls were buffer without enzyme for full effect and enzyme alone for no effect
TcdB inh = blocks C. difficile toxin B glycohydrolase activity; P18177; TcdB glycohydrolase enzymatic assay, plate reader; inhibition, % at 9.99 µM; 350,000 compounds, 0.24% hits; AID 652162; in the data active = inhibition above about 10%
Vc quorum ag = inducers of Vibrio cholerae quorum light production without autoinducers; V. cholerae BH1578 lux reporter, luminescence, 6 h; activation, % at 18.7 µM; AID 588436; 350,000 compounds, 0.16% hits; in the data active = activation mostly above about 9.7%, no sharp cut-off; inconclusive = no clear call, values can overlap the other calls; inactive = mostly below about 3.7%; also: not every result past the cut was called active; inactives centre near 0; reference of the scale not given here
* marks the source's active call; other numbers are inactive results; i = inactive; ? = inconclusive; . = no result given; & = joins results of further samples. Rule as the data show it, unless noted: active = inhibition above about 30%; inconclusive = no clear call, values can overlap the other calls; inactive = below that. These rows are one share of the data; count on the stated rates, not on these rows.

Values in the order – PfHsp40 rescue	Yp Topo-I inh	SARS 3CLpro inh	SSB-PriA inh	PrPC surface inh	Anthrax LF prot	BoNT A protease	TcdB inh	Vc quorum ag
1. C=CCSc1nc(N)cc(=O)[nH]1
    1.3	4	-2	-17&-11&-6	6	0	0.4	1.2	0.3
2. C=CCC[C@H](CCCCC)OC(=O)/C=C/[C@H](O)[C@@H](O)C[C@@H](O)CC=C
    .	.	.	.	-2	-6	-0.7	3.0	.
3. Cc1c(-c2nnnn2-c2ccc(F)cc2)cnc2cc3c(cc12)OCO3
    1.0	6	4	-15	4	-4	0.3	.	i
4. CCCCCCC(=O)N/N=C/c1c(O)n(CCc2ccccc2)c(=O)[nH]c1=O
    0.0	-1	0	.	8	6	-3.1	1.9	-0.5
5. O=C(CCc1nc2ccccc2c(=O)[nH]1)NCCN1C(=O)S/C(=C\c2ccccc2Cl)C1=O
    0.3	17	.	-6	-3	.	.	0.1	0.7
6. Cc1cc(C(=O)N2CCCC(N3CCN(c4cccc(Cl)c4)CC3)C2)nn1C (stereo not given)
    -0.5	10	4	-1	-3	4	2.1	1.5	.
7. Clc1ccc(/C=C/c2ncc[nH]2)c(Cl)c1
    0.0	-8	1	11	-9	-8	4.6	0.5	i
8. CC(=O)Nc1cccc(S(=O)(=O)N2CCCCCC2)c1
    -1.4	-5	-3	-14	9	3	-0.3	.	0.3
9. CCC(C)n1c(O)c(C=NCC2CCCO2)c(=O)[nH]c1=S (stereo not given)
    0.9	-1	-2	2	-3	0	0.4	1.7	-0.5
10. COc1ccc(OC)c(-n2c(CNC3CCN(Cc4ccccc4)CC3)nc3ccccc3c2=O)c1
    -0.5	5	1	-2	-9	-6	0.6	.	-2.9
11. Cc1ccc(CNC(=O)c2c(-c3ccccc3)sc3ccccc23)o1
    2.7	48	.	-14	-31	3	-0.7	0.6	i
12. O=[N+]([O-])c1cccc(S(=O)(=O)N/N=C/c2ccc(O)cc2)c1
    -2.7	2	1	.	-12	2	0.3	7.6	-0.7
13. Cc1cc(C)nc(-n2nc(C)c3c(=O)[nH]c(C(F)(F)F)nc32)n1
    -0.1	-7	-6	-1	-1	.	.	.	1.1
14. C=CCN=C(C)C1=C(O)CCC1=O
    -1.1	0	-3	-6	-1	0	0.3	.	i
15. CCOc1ccc(NC(=O)c2ccc(N3CC4CC(C3)c3cccc(=O)n3C4)c(NC(=O)c3cccnc3)c2)cc1 (stereo not given)
    -1.1	20	1	-5	10	0	0.5	1.1	-0.5
16. CCCn1c(=O)c2ccccc2n2c(Sc3nnnn3-c3ccccc3)nnc12
    2.1	-8	7	-9	-5	-4	0.7	.	i
17. COc1cc(S(=O)(=O)NC(Cc2c[nH]c3ccccc23)C(=O)O)ccc1NC(C)=O (stereo not given)
    -0.9	5	4	-6	-5	1	-1.3	0.2	-0.5
18. O=C1c2ccccc2C(O)(Cc2ccccc2)N1CCCN1CCOCC1 (stereo not given)
    -1.1	-2	-3	2	-2	-3	-0.6	0.6	-0.4
19. CCCCCCSc1ccc([C@H]2N[C@@](Cc3ccccc3)(C(=O)OC)[C@H]3C(=O)N(C)C(=O)[C@@H]23)cc1OC
    1.1	-1	.	-22	2	-12	0.0	1.0	-0.5
20. COc1ccc(-n2c(/C=C/c3ccc(O)cc3)nc3ccccc3c2=O)cc1
    0.0	0	-4	-5	-6	.	.	3.6	-0.4

Whole records, quoted from the list.
`Cc1cc(C)nc(-n2nc(C)c3c(=O)[nH]c(C(F)(F)F)nc32)n1` is listed as PfHsp40 rescue: -0.1; Yp Topo-I inh: -7; SARS 3CLpro inh: -6; SSB-PriA inh: -1; PrPC surface inh: -1; Anthrax LF prot: .; BoNT A protease: .; TcdB inh: .; Vc quorum ag: 1.1
`O=C(CCc1nc2ccccc2c(=O)[nH]1)NCCN1C(=O)S/C(=C\c2ccccc2Cl)C1=O` is listed as PfHsp40 rescue: 0.3; Yp Topo-I inh: 17; SARS 3CLpro inh: .; SSB-PriA inh: -6; PrPC surface inh: -3; Anthrax LF prot: .; BoNT A protease: .; TcdB inh: 0.1; Vc quorum ag: 0.7

Four records drawn at random from the list so far, as already listed:
Values in the order – PfHsp40 rescue	Yp Topo-I inh	SARS 3CLpro inh	SSB-PriA inh	PrPC surface inh	Anthrax LF prot	BoNT A protease	TcdB inh	Vc quorum ag
2. C=CCC[C@H](CCCCC)OC(=O)/C=C/[C@H](O)[C@@H](O)C[C@@H](O)CC=C
    .	.	.	.	-2	-6	-0.7	3.0	.
16. CCCn1c(=O)c2ccccc2n2c(Sc3nnnn3-c3ccccc3)nnc12
    2.1	-8	7	-9	-5	-4	0.7	.	i
13. Cc1cc(C)nc(-n2nc(C)c3c(=O)[nH]c(C(F)(F)F)nc32)n1
    -0.1	-7	-6	-1	-1	.	.	.	1.1
18. O=C1c2ccccc2C(O)(Cc2ccccc2)N1CCCN1CCOCC1 (stereo not given)
    -1.1	-2	-3	2	-2	-3	-0.6	0.6	-0.4

(continued)
Values in the order – PfHsp40 rescue	Yp Topo-I inh	SARS 3CLpro inh	SSB-PriA inh	PrPC surface inh	Anthrax LF prot	BoNT A protease	TcdB inh	Vc quorum ag
21. O=Cc1ccc(OCC(=O)N2CCOCC2)cc1
    0.1	-1	-2	-9	1	-2	0.7	-0.2	-2.8
22. CCCCn1c(O)c(/C=N/NC(=O)c2ccncc2)c(=O)[nH]c1=O
    -0.7	0	1	.	0	11	-3.3	-6.9	i
23. COC(=O)C1CCN(S(=O)(=O)CCNC(=O)c2ccc(F)cc2)CC1
    1.0	0	.	-4	-3	.	.	0.6	-0.2
24. Cc1cccc(Cc2cnc(N3C(=N)SC(C)C3=O)s2)c1 (stereo not given)
    1.6	20	8	-10	8	-4	-1.1	0.5	-1.3
25. O=C(Nc1cccc([N+](=O)[O-])c1)N1CCCc2ccccc21
    0.0	3	5	-5	-4	1	-0.6	-0.9	-0.3
26. CCCCNC(=O)C1(C)CCC(=O)N1CCc1c[nH]c2ccccc12 (stereo not given)
    .	.	.	.	0	0	-0.5	1.2	.
27. O=Nc1c(O)[nH]c2ccc(Cl)c(Cl)c12
    0.2	-1	.	-13	-22	3	-0.5	-3.1	0.8
28. CC(NC(=O)Nc1nnc(C(F)(F)F)s1)N1C(=O)C2C3C=CC(C3)C2C1=O (stereo not given)
    -0.7	2	0	-9	8	-2	-0.3	-0.2	.
29. COc1ccccc1C(=O)NC1CCN(C(=O)Nc2ccc(F)cc2)CC1
    -0.3	2	5	5	0	-1	-0.1	0.9	-0.5
30. O=C(COC(=O)C1c2ccccc2Oc2ccccc21)NC1CCS(=O)(=O)C1 (stereo not given)
    -2.7	1	2	-13	-4	-4	-0.2	.	i
31. Cc1cccc(-c2nc(Nc3ccc(N4CCOCC4)cc3)c3ccccc3n2)c1
    7.1	-42	0	39	-6	-12	-0.4	.	-0.2
32. CC(C)C[C@H]1CN(CCCC[C@H]2CNC(=O)C(=O)N2CCc2ccc(O)cc2)C(=O)C(=O)N1CCC1CCCCC1
    .	.	.	.	11	-6	0.2	2.0	.
33. COCC(=O)Nc1ccc(N2CCN(c3ccccc3)CC2)c(F)c1
    0.1	-1	2	-4	-2	-6	-0.3	-0.5	-0.1
34. O=S(=O)(CS(=O)(=O)Oc1ccccc1)Oc1ccccc1
    -1.5	-7	.	-16	1	1	0.5	0.8	.
35. Cc1cccc(NP(=O)(Oc2ccccc2F)Oc2ccccc2F)c1C
    0.6	-1	2	-2	-2	-1	-0.2	1.1	-1.6
36. O=C(NC1CCCCC1)C(c1ccncc1)N(Cc1ccc(F)cc1)C(=O)c1ccccn1 (stereo not given)
    -1.5	-12	-1	-17	7	-5	-1.0	-1.1	-0.4
37. Cc1sc2nc(C3CC3)nc(SCC(=O)N3CCc4ccccc4C3)c2c1C
    0.1	4	4	3	19	1	?	.	i
38. CCCCNc1nccnc1-c1cccc(C=O)c1
    .	6	.	.	-4	-5	-0.2	0.3	-0.6
39. CCOc1ccc(C2=Nn3c(CC)nnc3SC2)cc1
    -1.5	8	.	-7	-10	-6	0.2	-0.6	i
40. CCSc1nc2ccccc2n1CC(=O)N1CCCCC1
    -2.2	6	-3	10	3	-3	-0.6	.	i
41. COC(=O)c1cccc(S(=O)(=O)N2CCC(NC(=O)Nc3cccc(F)c3)CC2)c1
    -0.9	6	3	-1	0	-2	-2.5	.	-1.3
42. CCCCN(C)CCN1C(=O)C2C(C(=O)Nc3ccc(C)cc3)C3C=CC2(O3)C1C(=O)NC1CCCCC1 (stereo not given)
    -0.5	-6	5	-17	-4	-2	-1.9	1.0	-1.4
43. O=C1C2C3C=CC(C3)C2C(=O)N1Nc1c(Cl)cc(Cl)cc1Cl (stereo not given)
    -0.4	-5	5	-9	10	2	-0.5	0.6	i
44. CC1=C(C(=O)OCc2ccccc2)C(c2ccc(C(C)(C)C)cc2)NC(=O)N1CCCCCC(=O)O (stereo not given)
    6.5	35	11	-1	0	-10	-0.9	-0.3	i
45. O=C(COC(=O)c1cccc(O)c1)c1ccccc1
    1.1	0	.	-9	8	0	0.1	0.8	i
46. CCOC(=O)c1ccc(OCC(=O)c2ccc(O)cc2O)cc1
    2.6	-6	3	2&-1	11	1	-1.4	.	-0.2
47. CCOC(=O)c1ccccc1NS(=O)(=O)c1ccc(C)cc1
    2.0	19	1	-46	7	2	2.4	.	-1.5
48. Cc1ccc(OCCn2cc(Br)c(=O)[nH]c2=O)cc1
    0.3	2	1	-15	0	4	0.9	.	i
49. CC(NCC#Cc1ccccc1)C(O)c1ccccc1 (stereo not given)
    -0.5	7	-1	-2	10	-2	-0.7	-4.2	-0.5
50. Cc1ccc(OC(C)C(=O)Nc2ccccc2C(=O)N2CCOCC2)cc1 (stereo not given)
    -1.2	-12	4	-17	-1	2	0.3	0.3	7.7
51. CC1=C(C(=O)OC(C)(C)C)C(c2cccs2)NC(=O)N1 (stereo not given)
    -0.1	1	-3	-2	3	-1	-1.3	1.1	i
52. CCOc1cc(N2CCOCC2)c(OCC)cc1NC(=O)c1ccc(C)cc1
    0.9	10	-6	-2	-2	-6	-0.1	-1.8	i
53. COc1cc(OC)c(NC(=O)C2CCN(S(=O)(=O)c3ccc4c(c3)CC(C)N4C(C)=O)CC2)cc1Cl (stereo not given)
    -0.9	11	-4	-20	-5	-6	-1.9	0.7	i
54. COC(=O)[C@@H]1N=C(c2ccc(OC)cc2)O[C@]12C(=O)N(Cc1ccc(OC)cc1)c1ccccc12
    .	.	.	.	4	3	-0.1	1.9	.
55. Cn1c(=N)n(CC(=O)C(C)(C)C)c2ccccc21
    -0.9	-8	0	4	2	-3	-0.4	.	-0.5
56. CCCN1CCN(CCCNC(=O)CN2C(=O)c3cccnc3Oc3ccc(Cl)cc32)CC1
    -1.4	2	1	-8	-10	0	1.1	2.3	-0.3
57. c1ccc(C2Nc3cccc4cccc(c34)N2)cc1
    -0.5	-5	-1	3	7	2	-0.1	0.5	-0.4

Screening data from PubChem BioAssay.
